LDHA inh: LDHA (human) enzyme inhibition. purified LDHA, NADH/diaphorase-resazurin fluorescence; hits give low values. hit rate 0.15% among 480,000. P00338. AID 1347041. activity change, % (values are at about 110 or 230 µM); in the data active = activity change below about -30%; inconclusive = mostly about -25% to -30%;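 note: plate controls were DMSO wells for no effect and wells without enzyme for full effect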
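Enzyme activity of human lactate dehydrogenase 5 (2 nM; 0.06 mM NADH, 0.2 mM pyruvate, 5 min, RT) is measured via a resazurin/diaphorase fluorescence readout of residual NADH.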
Glioma ERSR ind: inducers of ER stress response in human glioma cells. U87-MG GRP78 promoter luciferase reporter, 16 h. Potency, µM, for inactives: top-dose activation, usual class: activators. hit rate 0.02% among 420,000. AID 602332; note: potency is the fitted concentration of half-maximal effect; series mostly up to about 76 µM; % of control where 0% means no effect; nearly all actives have a fitted effect of over 35% in size
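Stably transfected U87-MG glioma cells carrying a GRP78-based luciferase sensor; 16 h compound incubation. Luminescence end-point read 10 min after Bright-Glo addition at room temperature.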
PI4K2A inh: inhibitors of human PI4K2A | Q9BTU6 | purified PI4K2A, ADP-Glo luminescence, 1 h; hits give low values | activity change, negative = inhibition, % at 76.9 µM | hit rate 0.13% among 420,000 | AID 1346378; in the data active = activity change below about -50%; inconclusive = mostly about -30% to -49%;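 note: -100% = wells without enzyme as full effect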
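Compounds are screened against recombinant PI4K2A using PI as substrate and ATP, the latter dispensed at 300 microM. Reactions run one hour at ambient temperature before ADP-Glo detection; full inhibition defined by wells lacking enzyme.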
Vif-APOBEC3G blk: inhibitors of Vif-APOBEC3G interaction | Q9HC16 | HeLa A3G-eYFP + Vif (tagged APOBEC3G with the HIV-1 protein that degrades it), YFP fluorescence, overnight | Potency, µM (series often up to 46.1 µM), for inactives: at the top dose activity, negative = active, hits mostly inhibitors | hit rate 0.076% among 410,000 | AID 602310;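 note: potency is the fitted concentration of half-maximal effect; % is set by controls: 0 for no effect and ±100 for the full control effect; nearly all actives have a fitted effect of over 60% in size; hits raise eYFP signal because A3G escapes Vif-driven loss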
Target sequence (Q9HC16 whole entry, looked up): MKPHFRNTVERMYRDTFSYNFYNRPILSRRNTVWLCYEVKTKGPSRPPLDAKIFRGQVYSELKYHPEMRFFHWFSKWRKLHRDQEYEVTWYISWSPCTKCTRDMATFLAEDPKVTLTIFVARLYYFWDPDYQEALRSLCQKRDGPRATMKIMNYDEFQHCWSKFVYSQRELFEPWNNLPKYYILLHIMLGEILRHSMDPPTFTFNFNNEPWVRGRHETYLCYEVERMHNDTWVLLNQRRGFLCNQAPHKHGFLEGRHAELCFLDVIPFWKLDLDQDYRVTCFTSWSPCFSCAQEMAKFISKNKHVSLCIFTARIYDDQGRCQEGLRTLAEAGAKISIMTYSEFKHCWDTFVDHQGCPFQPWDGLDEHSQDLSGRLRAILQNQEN
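Read-out is eYFP fluorescence (Ex 488/Em 500-530) from Vif-expressing HeLa A3G-eYFP cells; more signal means A3G escaped Vif-mediated degradation. Cells plated overnight, compound pinned in, incubated overnight at 37 deg C.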
RXFP1 ag: agonists of human relaxin receptor RXFP1 | Potency, µM (doses to about 57.5 µM), for the others: at the highest dose activation, actives largely listed as activators | HEK293T-RXFP1 cAMP TR-FRET, 30 min; response scale: percent of porcine relaxin response, buffer zero | hit rate 0.3% among 370,000 | Q9HBX9; note: potency is the fitted concentration of half-maximal effect; % is set by controls: 0 for no effect and ±100 for the full control effect; nearly all actives have a fitted effect of over 60% in size; many of its hits are not listed in these tables
Target sequence (Q9HBX9 whole entry, looked up): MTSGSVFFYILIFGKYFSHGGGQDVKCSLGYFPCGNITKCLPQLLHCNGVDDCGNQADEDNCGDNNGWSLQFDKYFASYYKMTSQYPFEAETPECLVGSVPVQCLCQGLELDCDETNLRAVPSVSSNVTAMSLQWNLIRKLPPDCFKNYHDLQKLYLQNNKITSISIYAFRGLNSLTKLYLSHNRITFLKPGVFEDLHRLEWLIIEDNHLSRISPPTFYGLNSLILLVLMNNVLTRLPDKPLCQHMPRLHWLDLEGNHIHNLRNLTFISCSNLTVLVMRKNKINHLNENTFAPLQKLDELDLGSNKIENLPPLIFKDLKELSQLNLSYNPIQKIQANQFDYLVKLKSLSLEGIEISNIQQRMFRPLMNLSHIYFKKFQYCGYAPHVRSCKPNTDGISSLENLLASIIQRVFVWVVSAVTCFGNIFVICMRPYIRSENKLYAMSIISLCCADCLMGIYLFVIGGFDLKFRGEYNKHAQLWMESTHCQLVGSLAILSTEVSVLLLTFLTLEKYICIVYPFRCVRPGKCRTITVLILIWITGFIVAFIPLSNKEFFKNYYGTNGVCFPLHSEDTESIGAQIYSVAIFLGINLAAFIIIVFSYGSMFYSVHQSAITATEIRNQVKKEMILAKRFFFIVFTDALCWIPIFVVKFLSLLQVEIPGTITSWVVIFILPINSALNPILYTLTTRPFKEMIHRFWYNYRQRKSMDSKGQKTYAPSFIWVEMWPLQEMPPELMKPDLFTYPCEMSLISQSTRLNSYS
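HEK293 cells stably expressing RXFP1, treated 30 min at 37C with compounds plus PDE4 inhibitor Ro 20174; cAMP measured by HTRF TR-FRET. Normalized to buffer and 29 nM porcine relaxin; EC50 by Hill fit.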
IDH1 R132H inh: human IDH1 R132H inhibition; IDH1-R132H enzyme, NADPH consumption, diaphorase/resazurin fluorescence; Potency, µM (titrated, usually from 76.6 µM), inactives show at the top dose activity change, negative = inhibition, actives largely listed as inhibitors; hit rate 0.093% among 390,000; note: potency is the fitted concentration of half-maximal effect; % is set by controls: 0 for no effect and ±100 for the full control effect; nearly all actives have a fitted effect of over 65% in size
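IDH1-R132H (0.5 ug/mL) preincubated 30 min with compound, then NADPH (0.016 mM) and alpha-KG (2 mM) added; 80 min at RT, pH 7.5. Remaining NADPH coupled via diaphorase/resazurin to fluorescence (540/590 nm); concentration-response curves normalized to no-enzyme control.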
Vif-A3F inh: blocks the Vif interaction with APOBEC3F. Potency, µM (highest dose often 46.1 µM), inactives show at the highest dose activity, negative = active. hit rate 0.2% among 390,000. HeLa A3F-eYFP + Vif (tagged APOBEC3F with the HIV-1 protein that degrades it), YFP fluorescence increase; note: potency is the fitted concentration of half-maximal effect; % of control where 0% means no effect; nearly all actives have a fitted effect of over 65% in size
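HeLa cells stably expressing Vif plus C-terminally eYFP-tagged A3F were seeded, incubated overnight at 37 deg C, dosed with compound, incubated overnight again at 37 deg C. Yellow fluorescence (Ex 488/Em 500-530) reported blocked Vif-mediated A3F-eYFP degradation.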
USP1-UAF1 inh: USP1/UAF1 (human) deubiquitinase inhibition | recombinant USP1/UAF1, Ub-Rhodamine cleavage fluorescence | Potency, µM (highest dose often 57.1 µM), inactives show top-dose activity change, negative = inhibition, usual class: inhibitors | hit rate 0.23% among 390,000; note: potency is the fitted concentration of half-maximal effect; % is set by controls: 0 for no effect and ±100 for the full control effect; nearly all actives have a fitted effect of over 60% in size; inactives centre near -12
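USP1/UAF1 complex at 1 nM was preincubated with compound for 15 min at room temperature, then Ub-Rho substrate (150nM final) was added. Fluorescence (480/540 nm) was read kinetically, 6 reads every 60 seconds.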
TrxR1 substrate: is turned over as a substrate by rat TrxR1. O89049. hit rate 0.01% among 390,000. purified TrxR1 substrate turnover, NADPH consumption readout. Potency, µM (titrated, usually from 114 µM), without a hit: at the highest dose activity change, negative = substrate turnover; note: potency is the fitted concentration of half-maximal effect; % is set by controls: 0 for no effect and ±100 for the full control effect; nearly all actives have a fitted effect of over 50% in size
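Rat TrxR1, dispensed at 90 nM, was prereduced with 400 uM NADPH (final) for 5 min at ~22 deg C, then incubated with compound 15 min before 400 uM selenite. A first-read NADPH fluorescence drop versus no-compound background flagged substrates.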
Starred values were filed as active, the others as inactive; ? = inconclusive; · = no result given; & = joins results of further samples; [ ] = another dose, or the depositor's remark. Unless noted, calls come from the whole dose curve; as a rule, active = well fitted curve in the direction sought with a large enough effect; inconclusive = small, poorly fitted or top-dose-only effect, or another doubt; inactive = no such curve, though single readings can be large; an effect the other way counts as inactive or inconclusive. Not all compounds are listed; rates above refer to the full screens.

Start of the listing, in advance, 4 compounds:
1: Cc1ccc(-c2cn(-c3ccccc3)c3[n+]2CCCS3)cc1
2: O=S1(=O)CC2N=C(N(Cc3c(F)cccc3Cl)c3ccccc3F)SC2C1 (configuration not stated)
3: Cc1ccc(C)c(NC(=O)N2CC=C(c3c[nH]c4ccccc34)CC2)c1
4: O=C(CSc1nc2ccccc2[nH]1)NC(=O)NCc1ccco1
entry no. | 1 | 2 | 3 | 4
LDHA inh | -3&-7 | -6 | -2 | -3
Glioma ERSR ind | -1%&-6% | 0% | -3% | -2%
PI4K2A inh | 4&4 | -4 | 3 | -4
Vif-APOBEC3G blk | -3%&2% | 2% | ? | 2%
RXFP1 ag | 0.7%&1.7% | -0.1% | 3.3% | 0.7%
IDH1 R132H inh | 1%&-1% | 7% | 0% | 4%
Vif-A3F inh | -16%&-3% | -3% | 25µM* | -8%
USP1-UAF1 inh | -7%&-2% | -9% | ? | 4%
TrxR1 substrate | 16%[57.1 µM] | -1% | -2% | 1%

The list itself (from the top)
1: Cc1ccc(-c2cn(-c3ccccc3)c3[n+]2CCCS3)cc1
2: O=S1(=O)CC2N=C(N(Cc3c(F)cccc3Cl)c3ccccc3F)SC2C1 (configuration not stated)
3: Cc1ccc(C)c(NC(=O)N2CC=C(c3c[nH]c4ccccc34)CC2)c1
4: O=C(CSc1nc2ccccc2[nH]1)NC(=O)NCc1ccco1
5: O=C(O)CC(c1ccc(Cl)cc1)n1cccc1 (configuration not stated)
6: CC(C)CC(=O)Nc1ccc2c(c1)OCO2
7: Cc1nc2nc(C)c(CCC(=O)N3CCc4ccccc43)c(C)n2n1
8: Cc1ccc2cc(CCNC(=O)C(=O)c3c[nH]c4ccccc34)c(=O)[nH]c2c1
entry no. | 1 | 2 | 3 | 4 | 5 | 6 | 7 | 8
LDHA inh | -3&-7 | -6 | -2 | -3 | -2 | 7 | -17 | 6
Glioma ERSR ind | -1%&-6% | 0% | -3% | -2% | 4% | 1% | -1% | -2%
PI4K2A inh | 4&4 | -4 | 3 | -4 | -2 | 3 | 1 | 4
Vif-APOBEC3G blk | -3%&2% | 2% | ? | 2% | 1% | 1% | 0% | -1%
RXFP1 ag | 0.7%&1.7% | -0.1% | 3.3% | 0.7% | -0.2% | -1.9% | 3.4% | ?
IDH1 R132H inh | 1%&-1% | 7% | 0% | 4% | -2% | 5% | 2% | 3%
Vif-A3F inh | -16%&-3% | -3% | 25µM* | -8% | -2% | -3% | -20% | 1%
USP1-UAF1 inh | -7%&-2% | -9% | ? | 4% | -22% | -16% | -11% | -18%
TrxR1 substrate | 16%[57.1 µM] | -1% | -2% | 1% | 8%[57.1 µM] | -15%[57.1 µM] | -1% | 3%[57.1 µM]

9: Cc1ccc(N2C(=O)c3ccc(N)cc3C2=O)cc1
10: COc1ccc(NC(=O)CN(C)S(=O)(=O)c2ccc3c(c2)CCC(=O)N3)c(OC)c1
11: Cc1c(Cl)cccc1NC(=S)NCc1ccc(Cl)cc1
12: NS(=O)(=O)c1ccc(CNC(=O)c2ccc3c(=O)n4c(nc3c2)CCC4)cc1
13: CCOC(=O)c1ccc(N2C(=O)CC(N(Cc3ccc4c(c3)OCO4)C(=O)Nc3ccccc3)C2=O)cc1 (configuration not stated)
14: COc1cc(NC(=O)CSc2cc(C)c3cc(C)cc(C)c3n2)c(C(=O)O)cc1OC
15: Cc1cc2c(cc1S(=O)(=O)CCC(=O)N1CCC(C)CC1)OCC(=O)N2
16: Cc1ccc(S(=O)(=O)N(C)[C@H]2C[C@H]3c4[nH]c5ccccc5c4CCN3C[C@H]2[C@H](C)O)cc1
entry no. | 9 | 10 | 11 | 12 | 13 | 14 | 15 | 16
LDHA inh | -6 | -8&2 | -2 | -1 | 2 | 1 | 0 | -6
Glioma ERSR ind | 1% | 0%&1% | -10% | 0% | 1% | -3% | -4% | -3%
PI4K2A inh | 4 | -1&-1 | -1 | -2 | 7 | -7 | -5 | -2
Vif-APOBEC3G blk | -4% | 0%&1% | -1% | -1% | 2% | -5% | 3% | -13%
RXFP1 ag | 0.8% | -1.9%&2.0% | · | 2.1% | 0.2% | 0.0% | 4.7% | ·
IDH1 R132H inh | -4% | -5%&15% | 3% | 1% | 4% | 11% | 7% | ·
Vif-A3F inh | -8% | 2%&-4% | 0% | 2% | -4% | -7% | -3% | ·
USP1-UAF1 inh | -15% | -25%&-4% | -17% | -5% | -19% | -12% | -20% | ·
TrxR1 substrate | 10%[57.1 µM] | -5%&8% | -1% | -3% | -4%[57.1 µM] | 6% | -6%[11.4 µM] | ·

17: COc1cccc(NC(=O)CN(C)C(=O)CNC(=O)c2ccc3ccccc3c2)c1
18: C=CCOc1ccccc1/C=N/O
19: Cc1nc2nc(-c3ccc(Cl)cc3Cl)nn2c(C)c1CCC(=O)Nc1ccc(F)cc1
20: CCCS(=O)(=O)c1c(S(=O)(=O)CCC)c2cc(C(C)(C)C)ccn2c1C(=O)c1ccccc1
21: Cc1ccc(OCCCN2CCOCC2)cc1
22: COc1ccc(Cl)cc1CN1C(=O)NC2(CCCCCC2)C1=O
23: COC(=O)CNC(=O)COC(=O)/C=C/c1ccccc1[N+](=O)[O-]
24: CC(=O)NC(CCS(C)(=O)=O)C(=O)Nc1c(C)cccc1C (configuration not stated)
entry no. | 17 | 18 | 19 | 20 | 21 | 22 | 23 | 24
LDHA inh | 0 | 4 | -7 | -1 | -21 | -11 | 0 | -5
Glioma ERSR ind | 2% | 2% | -9% | -10% | 1% | 3% | -6% | -2%
PI4K2A inh | -2 | -5 | -1 | 1 | -4 | 4 | 7 | -4
Vif-APOBEC3G blk | -7% | 2% | -1% | -4% | 2% | 4% | -1% | -3%
RXFP1 ag | 0.4% | 0.7% | -0.9% | -0.3% | 2.2% | -2.3% | 0.1% | -1.1%
IDH1 R132H inh | 2% | 2% | 2% | -22% | -11% | -5% | 1% | -4%
Vif-A3F inh | -4% | -13% | -5% | -17% | -2% | 1% | -10% | -8%
USP1-UAF1 inh | -22% | -2% | -16% | -18% | 4% | -9% | -14% | -9%
TrxR1 substrate | 1% | 3% | 3% | -9% | -2% | 2% | 4% | 3%[57.1 µM]

25: O=C(CCC(=O)N1CCN(c2ccccn2)CC1)Nc1nnc(C2CCCCC2)s1
26: Cc1csc(=O)n1CC(=O)OCC(=O)N(CC(C)C)c1c(N)n(Cc2ccccc2)c(=O)[nH]c1=O
27: CCOC(=O)C1(Cc2ccccc2C(F)(F)F)CCN(C2CCSC2)CC1 (configuration not stated)
28: c1ccc2[nH]c3cc4ncnc4cc3nc2c1
29: CC(C)NC(=O)c1ccccc1N(Cc1ccccc1)S(C)(=O)=O
30: O=C(O)CC1(CC(=O)Nc2ccc(F)c(Cl)c2)CCCCC1
31: COc1ccc(/C=N/NC(=O)CCn2nnc3ccccc32)cc1
32: CN(CC(=O)Nc1ccc(N2CCOCC2)cc1)Cc1cc(=O)n2ccsc2n1
entry no. | 25 | 26 | 27 | 28 | 29 | 30 | 31 | 32
LDHA inh | -1 | -1 | -2 | 25 | 3 | 0 | -1 | -4
Glioma ERSR ind | -5% | -3% | -5% | 8% | -3% | 1% | 5% | -3%
PI4K2A inh | 3 | -1 | 2 | -12 | 5 | -1 | 3 | 2
Vif-APOBEC3G blk | 2% | 0% | 1% | 0% | -1% | -4% | -8% | 0%
RXFP1 ag | 0.3% | -0.1% | 1.1% | 5.0% | 0.2% | -0.3% | 0.5% | 22%
IDH1 R132H inh | 6% | -10% | 2% | 0% | 5% | 12% | 3% | -3%
Vif-A3F inh | -2% | -16% | -5% | ? | 4% | -12% | -9% | -7%
USP1-UAF1 inh | -8% | -13% | -6% | ? | -11% | -8% | -4% | ?
TrxR1 substrate | 6% | 5% | -3% | -9% | -2% | -13%[57.1 µM] | -4% | 11%[57.1 µM]

33: Cc1ccc(NS(=O)(=O)c2cc3c4c(cccc4c2)C(=O)NC3=O)cc1
34: Oc1[nH]c2ccccc2c1N=Nc1nc2ccccc2s1
35: O=C(Nc1nc(-c2ccc(-c3ccccc3)cc2)cs1)C1=COCCO1
36: CCC(C)(C)NC(=O)CN(C(=O)CNS(=O)(=O)c1ccccc1)c1ccccc1
37: Cc1cccc(C(=O)OCC(=O)c2c(N)n(CC(C)C)c(=O)n(C)c2=O)c1O
38: COc1ccc(CCNC(=O)c2cc(-c3cc(C)ccc3O)n[nH]2)cc1OC
39: Cc1c(C(=O)Nc2ccc(Cl)cc2)c2ccccn2c1C(=O)c1ccc(F)cc1
40: O=C(NN1CCOCC1)c1ccc(Cl)c([N+](=O)[O-])c1
entry no. | 33 | 34 | 35 | 36 | 37 | 38 | 39 | 40
LDHA inh | -5 | -2 | -10 | -6 | 1 | -9&4 | -3 | -2
Glioma ERSR ind | -1% | 3% | -3% | -2% | -6% | 5% | -5% | -5%
PI4K2A inh | 4 | 3 | 0 | 1 | 4 | -5 | 0 | -4
Vif-APOBEC3G blk | 1% | 1% | -6% | -4% | -1% | -6% | -1% | 2%
RXFP1 ag | 0.5% | 1.9% | 2.0% | 1.2% | 0.5% | -1.3% | 3.8% | 0.4%
IDH1 R132H inh | 5% | 9% | 0% | 8% | -3% | 2% | 0% | 10%
Vif-A3F inh | -3% | -7% | -1% | -1% | -3% | · | -27% | -1%
USP1-UAF1 inh | -18% | -4% | -15% | -17% | -14% | -13% | -14% | -10%
TrxR1 substrate | 0%[57.1 µM] | -9% | -1% | 9%[57.1 µM] | 15% | 2% | 2%[57.1 µM] | -3%

Screens as filed in PubChem BioAssay.
